Compound activity (PubChem)
GalR3 antag – antagonists of human GalR3; O60755; HEK293 GalR3-CNG cAMP membrane potential fluorescence; galR3 body fused to GalR1 C-terminus; inhibition, % at 3 µM; 360,000 compounds, 0.44% hits;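 active = inhibition above the screen-wide average plus 3 SD, cut at about 13% in these data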;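 note: forskolin and galanin both at EC90 stimulate the cells; cAMP rise reported by CNG channel membrane potential dye signal; 0% = forskolin plus galanin with DMSO and 100% = forskolin alone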
Target sequence (O60755 1-299 limits assumed): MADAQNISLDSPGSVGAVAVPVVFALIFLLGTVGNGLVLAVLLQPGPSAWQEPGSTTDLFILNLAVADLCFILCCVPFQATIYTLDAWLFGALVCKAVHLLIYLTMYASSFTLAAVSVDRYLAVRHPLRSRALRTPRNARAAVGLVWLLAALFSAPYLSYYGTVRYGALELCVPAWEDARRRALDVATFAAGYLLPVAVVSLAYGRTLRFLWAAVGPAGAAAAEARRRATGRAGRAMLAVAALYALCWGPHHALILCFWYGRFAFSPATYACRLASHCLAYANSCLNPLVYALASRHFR
M18AAP inhibitor – PfM18AAP enzyme inhibition | recombinant PfM18AAP, H-Glu-NHMec fluorogenic cleavage | inhibition, % at 7.35 µM | 290,000 compounds, 1.2% hits | AID 1822;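 active = inhibition above the campaign mean inhibition over all tested compounds plus 3 SD, cut at about 28% in these data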;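 note: 0% = plate median of test compound wells and 100% = 2 mM ZnCl2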
MEKK2 mut-MEK5 – signal of MEK5 binding to mutant human MEKK2 PB1 domain; bead flow cytometry, Alexa488-MEK5 binding to MEKK2 mutant; percent response, % at 10 µM; 290,000 compounds, 0.35% hits; in the data active = percent response above about 24%, passing the limit was not always enough; note: inactives centre near 1; some results filed as inactive read as strong as hits
OXTR potentiate – potentiates the human oxytocin receptor response. 320,000 compounds, 0.061% hits. activation, % at 3 µM. CHO-OTR cells, Fluo-8 calcium fluorescence, potentiator mode; 0% = oxytocin EC15, 100% = EC100. AID 2445. P30559;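 active = activation above that plate's cutoff, the mean activation of tested compounds plus 3 SD, cut at about 6.6% in these data, passing the limit was not always enough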;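 note: 100% uses oxytocin at 75 nM as the full agonist control; some results filed as inactive read as strong as hits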
Target sequence (P30559 whole entry, looked up): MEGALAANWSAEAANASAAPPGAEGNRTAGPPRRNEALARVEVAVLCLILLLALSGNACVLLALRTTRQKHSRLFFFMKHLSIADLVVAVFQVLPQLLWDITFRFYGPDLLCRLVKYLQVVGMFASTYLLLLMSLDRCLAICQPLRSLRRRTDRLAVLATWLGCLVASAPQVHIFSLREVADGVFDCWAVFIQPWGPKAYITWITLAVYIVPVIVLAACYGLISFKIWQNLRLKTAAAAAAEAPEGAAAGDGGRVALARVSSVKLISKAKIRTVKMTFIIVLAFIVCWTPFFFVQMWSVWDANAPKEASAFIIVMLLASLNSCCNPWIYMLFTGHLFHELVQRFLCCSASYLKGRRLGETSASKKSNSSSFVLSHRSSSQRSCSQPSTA
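System: human OTR in CHO cells / Also added: sub-maximal oxytocin, roughly EC15 / Control set: EC15 oxytocin low, 75 nM oxytocin high / Schedule: 6 min compound pre-incubation at room temperature, 100 s kinetic read / Compound: single-point 3.0 µM / Replication: singlicate / Technique: Fluo-8 calcium dye fluorescence / Read-out basis: % activation of max/min ratio relative to oxytocin controls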
V1R ag counter – counter-screen for oxytocin receptor agonists: human V1a receptor agonists; AID 2797; 320,000 compounds, 0.25% hits; CHO-V1R cells, Fluo-8 calcium fluorescence, agonist mode; 0% DMSO, 100% 3 nM vasopressin; activation, % at 3 µM; P37288;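 active = activation above the mean activation of all tested compounds plus 3 SD, per screening run, cut at about 20% in these data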;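 note: signal is peak over basal fluorescence ratio across a 100 second FLIPR read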
GPR7 antag – human neuropeptides B/W receptor 1 antagonism; GPR7-expressing cells, fluorescence antagonist assay; 290,000 compounds, 1.1% hits; P48145; inhibition, % at 4.4 µM; in the data active = inhibition above about 16%, passing the limit was not always enough;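 note: cells stimulated with the agonist NPW; 0% = agonist with vehicle and 100% = vehicle without agonist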
Target sequence (P48145 whole entry, looked up): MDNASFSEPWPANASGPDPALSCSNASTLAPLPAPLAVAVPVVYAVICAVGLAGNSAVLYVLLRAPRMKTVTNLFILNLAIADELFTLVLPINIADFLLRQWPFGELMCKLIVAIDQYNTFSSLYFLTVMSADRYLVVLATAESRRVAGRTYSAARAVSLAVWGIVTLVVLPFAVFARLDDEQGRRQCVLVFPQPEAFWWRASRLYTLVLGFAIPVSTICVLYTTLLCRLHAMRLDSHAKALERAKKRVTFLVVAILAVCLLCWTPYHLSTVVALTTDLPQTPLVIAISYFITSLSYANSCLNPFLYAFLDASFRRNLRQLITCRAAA
NALP1 inh – inhibitors of NALP1 inflammasome in yeast; inhibition, % at 10 µM; 280,000 compounds, 0.61% hits; S. cerevisiae NALP1/ASC/caspase-1 growth, X-gal OD620, 72 h; in the data active = inhibition mostly above about 24%, no sharp cut-off; inactive = mostly below about 32%; note: some compounds called inactive have numbers as strong as hits
OXTR agonist – activates the human oxytocin receptor; CHO-OTR cells, Fluo-8 calcium fluorescence; normalized: DMSO 0%, oxytocin 100%; activation, % at 3 µM; 320,000 compounds, 0.32% hits; AID 2435;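 active = activation above the mean of all tested compounds plus 3 SD, cutoff set per screening run, cut at about 20% in these data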;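 note: peak over basal fluorescence ratio from a 100 s FLIPR kinetic read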
MEKK2 WT-MEK5 – raises or lowers MEK5 binding to wildtype human MEKK2 PB1 domain; bead flow cytometry, Alexa488-MEK5 binding to MEKK2 WT; actives lie on both sides; binding response (% of control), % at 10 µM; Q9Y2U5; 290,000 compounds, 1.1% hits; in the data active = binding response below about 67% or above about 130%
* = called active by the depositor; nt = not tested or not shown.

SMILES	GalR3 antag	M18AAP inhibitor	MEKK2 mut-MEK5	OXTR potentiate	V1R ag counter	GPR7 antag	NALP1 inh	OXTR agonist	MEKK2 WT-MEK5
COc1ccc(CCN(C)C(=O)CN2C(=O)c3ccccc3S2(=O)=O)cc1OC	-8	-5	1	-13	0.0	-6	12	-0.6	105
COc1ccc(Cl)cc1N1C(=O)C2CCCN2C1c1ccc(F)c(F)c1 (configuration not stated)	0	-6	-2	-7	-0.6	16*	-1	-2.5	97
COCCN1Cc2cccc(C(=O)Nc3ccc(-c4nc5ccccc5[nH]4)cc3)c2C1=O	4	2	-1	-17	3.2	-4	-34	0.5	102
C/C(=N\Nc1nccnc1Cl)c1ccc([N+](=O)[O-])cc1	2	8	4	-8	-0.7	1	9	-1.8	103
CCCn1nc(C(=O)Nc2nc(-c3ccccn3)cs2)c2ccccc2c1=O	0	nt	nt	0	-0.5	nt	nt	-1.4	nt
CCOC(=O)C1=C(C)Nc2[nH]c(=O)[nH]c(=O)c2C1c1cccs1 (configuration not stated)	-1	1	-7	-4	0.0	5	16	-0.3	88
CN(CC(=O)Nc1cccc(F)c1)C(=O)c1cc(-c2ccccc2)nc2ccccc12	-1	nt	nt	-11	2.0	nt	nt	-0.2	nt
CC(=O)N1CC(C)Sc2ccc(S(=O)(=O)NCCc3cccc(C)c3)cc21 (configuration not stated)	-3	3	3	-15	7.0	-2	-1	9.1	104
COc1ccc(S(=O)(=O)N2CCCCC2)cc1NC(=O)c1cc([N+](=O)[O-])ccc1N1CCOCC1	0	nt	nt	-9	-0.1	nt	nt	-0.2	nt
COc1ccc(C(=O)NCc2ccc(-c3nc4ccccc4s3)cc2)cc1	-7	-6	3	-1	0.4	0	2	-0.6	100
COc1ccc(/C=C/C(=O)Nc2ccc3c(c2)CCC3)cc1OC	-5	0	-3	-8	-1.1	-3	51	-1.9	93
CCOc1ccc(Nc2nc(N)nc(CN(C)C3CCCCC3)n2)cc1	-3	1	0	-2	-0.5	-4	12	-0.4	98
Oc1ccc(Oc2ncc(Cl)cc2Cl)cc1	-5	-6	5	-2	0.7	-10	30	-0.2	97
CC(C)(C)OC(=O)C[C@@H]1C/C=C\C[C@@H](CC(=O)N(CCO)Cc2ccccc2)C(=O)N2CCC[C@@H]2COC1=O	-4	nt	nt	4	0.1	nt	nt	-0.3	nt
COCCN1C(=O)N(C)[C@@H](c2ccccc2)C(C(C)=O)=C1C	-2	nt	1	-3	-0.2	nt	0	-1.1	100
CCNS(=O)(=O)c1ccc(NC(=O)c2cncc(Br)c2)cc1	-4	2	-3	-1	1.4	0	27	0.6	91
CCC(=O)N(Cc1ccc(S(N)(=O)=O)cc1)C1CC(=O)N(c2ccccc2)C1=O (configuration not stated)	-6	-15	-2	-5	0.6	0	16	0.3	99
CCC(C)Sc1nc2c(c(=O)[nH]c(=O)n2C)n1CC(O)COc1cccc2ccccc12 (configuration not stated)	6	2	1	-16	-1.2	3	34	-1.4	107
CCS(=O)(=O)N1CCN(S(=O)(=O)c2ccc(F)cc2)CC1	-7	0	-1	-2	1.0	-15	3	0.2	95
Cc1ccnc(NC(=O)CCCc2c[nH]c3ccccc23)c1	-4	2	-3	-2	1.1	-8	10	1.0	102
COC(=O)c1sccc1NC(=S)Nc1ccc(F)cc1	-9	20	0	-2	0.8	-14	30	0.5	99
Brc1ccccc1-c1nnc(CSc2nnnn2-c2ccccc2)o1	0	-14	-2	-8	2.1	-12	26	0.2	99
CC(C)OC(=O)c1sc2nc(-c3ccccc3)ccc2c1N	-8	7	4	-2	0.0	-9	17	-1.4	105
CCN(C(=S)NCc1ccccc1)c1cccc2ccccc12	3	0	-5	-3	0.0	-7	6	-0.8	94
Cc1ccc(C(=O)N2CCN(Cc3ccccc3)CC2)o1	-4	-9	-2	-6	-0.5	-12	10	0.1	101
CC(C)OCCCNc1ncc2c(n1)CC(c1ccccc1)CC2=O (configuration not stated)	-7	16	-38	-12	0.2	2	20	-2.1	105
Cc1c(Cl)cccc1NC(=O)CSCc1cc(=O)[nH][nH]1	3	7	-1	-4	0.4	-10	-5	-0.4	104
O=[N+]([O-])c1cccnc1N1CCC(c2cc(-c3cccc(C(F)(F)F)c3)n[nH]2)CC1	-2	-7	6	-16	6.3	-11	11	5.7	121
O=C(CN1c2ccccc2Sc2ccccc21)N/N=C/c1ccc(Cl)cc1Cl	0	3	0	0	0.4	-12	nt	2.2	91
O=C(NCCC1=CCCCC1)C1COc2ccccc2O1 (configuration not stated)	-2	-1	8	-14	-1.8	-9	-4	-2.7	110
COc1cccc(/C=N/Nc2cc(N3CCOCC3)ncn2)c1O	-7	11	4	0	-0.5	-11	-10	-0.2	96
CS(=O)(=O)N(C(=O)NC(=O)NC1CCS(=O)(=O)C1)C1CCCCC1 (configuration not stated)	-1	7	10	3	1.0	-5	-12	-0.2	105
O=c1[nH]c2cc3ccccc3cc2nc1C(F)(F)F	-4	-7	-6	-4	2.0	-11	8	2.5	96
CCC/C(=N\NC(=O)C1CC1)c1ccccc1	0	nt	nt	-2	0.2	nt	nt	-0.3	nt
CCN(c1ccc(C)cc1C)S(=O)(=O)c1nnc(NC(=O)C(C)(C)C)s1	-4	1	8	-22	0.2	-16	-1	0.3	104
CC1CCC(NC(=O)CC2Oc3ccccc3NC2=O)CC1 (configuration not stated)	3	-1	1	-8	-0.7	-14	20	-1.4	102
Cc1ccc2nc(SCC(=O)Nc3ccc(F)c([N+](=O)[O-])c3)[nH]c2c1	-4	-1	11	-7	3.3	-5	14	2.0	105
CCOC(=O)NC(C(F)(F)F)(C(F)(F)F)P(=O)(c1ccccc1)c1ccccc1	-1	-1	3	-16	0.1	-4	13	1.0	103
Cc1ccc(SCc2nc(-c3ccccc3)no2)cc1	-4	-5	10	-5	0.2	-17	9	-1.1	98
COc1cccc2c3c(c(=O)[nH]c12)CCC(C)(C)O3	-2	-1	4	-11	-0.4	11	0	-2.3	105
Cc1ccc(S(=O)(=O)N2CCN(Cc3nc4sc5c(c4c(=O)[nH]3)CCCC5)CC2)cc1	9	2	-2	-1	0.2	-13	23	-0.5	94
Cc1ccc(NC(=O)COc2coc(CN3CCc4ccccc4C3)cc2=O)cc1Cl	-7	nt	nt	-8	-0.6	nt	nt	-1.1	nt
CN(CCN1CCOCC1)Cc1nc(-c2cccs2)no1	3	0	7	-2	2.1	-15	-2	0.1	106
COc1ccccc1C(=O)NCC(=O)N/N=C(\C)Cc1ccccc1	-1	2	-1	-10	1.4	21	23	1.5	100
COC(CNC(=O)c1ccc(CS(=O)(=O)c2c(Cl)cccc2Cl)o1)OC	-10	3	2	-12	-0.2	3	22	2.4	111
Cc1ccc2c(c1)cc1c(=O)n(CC(=O)NCCCc3ccccc3)nc(C)n12	-7	0	-1	-5	-0.2	-5	11	-0.1	96
c1ccc(CCCCN2CCN=C2Nc2ccccc2)cc1	-7	nt	nt	-6	1.9	nt	nt	2.7	nt
CC1CCCC(NC(=O)COC(=O)COc2ccc(C#N)cc2)C1C (configuration not stated)	-1	nt	nt	0	3.8	nt	nt	4.0	nt
CCCn1c(SCC(=O)NC(C)(C)C)nnc1C(C)C	4	1	3	-2	1.0	-7	8	2.9	101
COc1cc(CC(=O)OCC(=O)NC(C)c2ccccc2)cc(OC)c1OC (configuration not stated)	-5	nt	nt	-1	1.5	nt	nt	1.1	nt
CCCOC1CCCN(C(=O)c2cc(Cl)c(Cl)cc2C(=O)O)C1 (configuration not stated)	-3	-1	-1	1	0.5	-13	11	1.0	95
CC(C)(C)C(=O)CSc1nc2ccccc2o1	-3	-1	-11	-8	0.2	-15	8	-1.6	84
CCC1(c2ccccc2)NC(=O)N(CC(=O)Nc2nnc(C3CC3)s2)C1=O (configuration not stated)	1	0	10	-1	0.1	-15	-3	-0.8	108
COc1ccc(C(C)=O)cc1Cn1c(=O)cc(C)[nH]c1=O	-8	1	1	4	0.5	-11	12	-0.1	108
CC(NC(=O)C1CCN(C(=O)Nc2ccccc2)CC1)c1ccccc1Cl (configuration not stated)	-2	nt	nt	-3	0.6	nt	nt	0.1	nt
Cc1ccc(S(=O)(=O)N2CCCC2)cc1C(=O)N1CCN(Cc2ccccc2)CC1	-11	-7	-2	1	1.5	-5	15	1.8	100
CC(C)(C)c1nn(-c2ccccc2)c2[nH]c(=O)c(CNc3ccc4c(c3)OCCO4)cc12	-10	7	3	2	-0.1	-11	-1	-0.5	102
COc1ccc(CN2CCNC(=O)C2CC(=O)NCc2cn[nH]c2-c2ccccc2)c(F)c1 (configuration not stated)	-7	4	2	-19	-0.5	2	8	-1.7	103
COc1cc(C#N)c(NC(=O)CN2CCC(C(N)=O)CC2)cc1OC	3	-5	4	-2	-0.4	5	-17	0.1	97
Cc1ccc(NC(=O)CCC(=O)N/N=C/c2ccco2)c(C)c1	-1	-4	-1	-6	-0.3	-6	28	-1.2	107

Next part
SMILES	GalR3 antag	M18AAP inhibitor	MEKK2 mut-MEK5	OXTR potentiate	V1R ag counter	GPR7 antag	NALP1 inh	OXTR agonist	MEKK2 WT-MEK5
O=C(NNC(=O)C(O)c1ccccc1)NC1CCCCC1 (configuration not stated)	-3	-1	5	1	0.6	-15	7	0.1	106
N#CCC(=O)N/N=C/c1cccc(Oc2ccccc2)c1	-4	30*	4	-10	-0.5	-11	12	-0.6	108
COc1ccc(C2CC(C)=C(C#N)S(=O)(=O)C2C#N)cc1 (configuration not stated)	-4	3	-9	-10	-0.2	-8	nt	0.4	104
Cc1onc(-c2c(Cl)cccc2Cl)c1C(=O)Nc1nccs1	-10	-6	-6	-10	4.1	-7	20	1.0	91
CCCN(CC(=O)Nc1ccccc1OC)C(=O)c1ccc2c(c1)NC(=O)C(C)S2 (configuration not stated)	-1	nt	nt	-4	2.6	nt	nt	0.9	nt
Cn1c(NC(=O)c2ccccc2)c(-c2ccccn2)c(=O)c2ccccc21	8	1	-4	4	-0.4	6	-16	0.5	76
CCOC(=O)C1CCN(C(=O)COC(=O)c2ccccc2C(=O)c2ccc(Cl)cc2)CC1	-3	nt	nt	0	-1.5	nt	nt	-2.9	nt
COc1cc2c(cc1OC)CN(c1nc(CN3CCOCC3)nc3sc4c(c13)CCC(C)C4)CC2 (configuration not stated)	5	0	2	-3	-0.2	-1	19	-1.9	109
COc1ccc(/C=C(\NC(=O)c2ccc([N+](=O)[O-])cc2)C(=O)NCCN2CCOCC2)cc1	-7	-7	-4	-12	0.0	10	15	0.5	100
CN1C(=O)c2cccc3c(S(=O)(=O)NCc4ccco4)ccc1c23	2	12	2	-1	-0.6	-7	0	0.9	108
CCN1C(=O)N[C@@H](c2cccc(F)c2)C(C(=O)OC)=C1C	-5	nt	-5	7	0.6	nt	nt	-0.8	95
COc1ccc(CCNc2cc(C)nc3c(-c4ccc(Cl)cc4)cnn23)cc1OC	-1	1	0	-3	1.0	-26	34	0.2	109
Cc1cc(C)c(C(=O)COC(=O)CCn2c(C)csc2=O)cc1C	-3	nt	nt	-8	1.8	nt	nt	2.2	nt
